# Bioassay records from PubChem BioAssay.
# RmlCD inh 1536 – M. tuberculosis RmlC/RmlD coupled enzyme inhibitors, primary screen, biochemical, compound mixtures, 384-well, from 1536-well plates | dTDP-4-dehydrorhamnose reductase (Mycobacterium tuberculosis (strain ATCC 25618 / H37Rv)) … | RmlC+RmlD coupled enzyme assay, percent inhibition; primary screen in compound mixtures | hit rate 0.03% among 160,000 | inhibition, % at 3.6 µM; in the data active means inhibition mostly above about 34%, no sharp cut-off; inconclusive means no clear call, values can overlap the other calls; inactive means mostly below about 22%; further: some results filed as inactive read as strong as hits
# Target sequence (P9WH09 whole entry, looked up): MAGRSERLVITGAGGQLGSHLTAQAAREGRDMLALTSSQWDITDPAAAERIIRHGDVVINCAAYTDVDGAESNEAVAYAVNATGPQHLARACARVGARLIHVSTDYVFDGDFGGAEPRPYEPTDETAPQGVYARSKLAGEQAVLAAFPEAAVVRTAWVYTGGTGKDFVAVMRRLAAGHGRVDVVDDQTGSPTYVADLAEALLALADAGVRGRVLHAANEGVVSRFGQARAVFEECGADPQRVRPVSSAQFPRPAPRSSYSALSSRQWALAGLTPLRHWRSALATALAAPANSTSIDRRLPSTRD
# Target sequence (P9WH11 whole entry, looked up): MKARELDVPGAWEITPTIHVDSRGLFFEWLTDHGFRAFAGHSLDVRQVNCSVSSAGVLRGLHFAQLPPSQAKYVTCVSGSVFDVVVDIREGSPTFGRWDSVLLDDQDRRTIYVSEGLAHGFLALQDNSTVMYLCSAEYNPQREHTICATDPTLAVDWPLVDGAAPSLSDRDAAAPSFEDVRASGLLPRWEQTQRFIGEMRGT
# M. tuberculosis GlmU – inhibition of mycobacterial GlmU enzyme – biochemical, glucosamine-1-phosphate acetyltransferase (AID 1376). Bifunctional protein GlmU (Mycobacterium tuberculosis (strain ATCC 25618 / H37Rv)). M. tuberculosis GlmU acetyltransferase enzyme assay; higher % means a stronger effect. inhibition, %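 (tested at 30 µM in the primary screen)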, or IC50 in µM where a hit was titrated. hit rate 0.25% among 220,000; in the data active means inhibition above about 13%; inconclusive means no clear call, values can overlap the other calls;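 further: 0% = complete reaction with vehicle and 100% = reaction without substrate; strong numbers were not always called active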
# Active calls of the source: *; ? = inconclusive; nt = not tested or not shown. This is a subset, so the mix of outcomes need not match the whole.
SMILES,RmlCD inh 1536,M. tuberculosis GlmU
COC(=O)C1C2c3ccccc3OC1(C)N=c1s/c(=C/c3cnn(C)c3)c(=O)n12 (centres undefined),4,-1.0%
Brc1ccc(-c2nc3ncccn3c2Nc2ccc3c(c2)OCCO3)o1,11,1.8%
O=C(O)C1Sc2[nH]c(=O)sc2C2c3ccc(O)cc3OC(=O)C12 (centres undefined),3,6.3%
Cc1ccc(OCc2n[nH]c(=S)n2N)cc1C,2,0.2%
COC(=O)c1ccccc1NC(=O)COC(=O)CSc1nnc(N)s1,-12,1.4%
Cc1cc(N=Nc2ccc(Cl)cc2)cc(CN2CCOCC2)c1O,-9,1.9%
Cc1ccc(N2CCN(CC(O)COc3cccc4ccccc34)CC2)cc1 (centres undefined),-10,1.9%
COc1cc(Cl)ccc1NC(=O)COc1ccccc1C(=O)NN,-8,3.6%
Cc1cc(NC(=O)c2ccc(Br)c(S(=O)(=O)N3CCCC3)c2)no1,nt,5.5%
COCCCNCCCCSc1ccc(Cl)cc1,6,3.2%
O=C(CN1CCc2ccccc21)NC(=O)NC1CCCCC1,-6,1.3%
COc1ccc(NS(=O)(=O)c2ccc(N3CCOCC3)c(NC(=O)c3cccc(F)c3)c2)cc1,10,-6.5%
Cc1ccccc1S(=O)(=O)c1c(C)cc(C)n(C(C)C)c1=O,nt,1.6%
O=c1[nH][nH]cc1C=Nc1cc(Cl)ccc1O,-6,2.5%
CCC(=O)N1N=C(c2ccc(C)o2)CC1c1ccc(Br)cc1 (centres undefined),-3,2.7%
CC(C)C(C(=O)C=[N+]=[N-])N1C(=O)c2ccccc2C1=O (centres undefined),nt,2.1%
O=C(Nc1ccon1)c1csc2ccccc12,15,2.3%
Cc1cccc(NP(=O)(Oc2ccccc2F)Oc2ccccc2F)c1C,5,-2.3%
O=C(CSc1n[nH]c(-c2cccs2)n1)N1CCCc2ccccc21,8,-2.4%
CCN(CC(=O)Nc1cc(Cl)ccc1C)c1ncnc2sc(C)c(C)c12,-8,3.2%
Cc1ccc(S(=O)(=O)N2CCC(N3CCCCCC3)CC2)cc1,nt,-8.0%
CCOC(=O)c1ccc(NCc2nc3ccccc3[nH]2)cc1,nt,2.0%
Nc1ccccc1Sc1ccc(C(=O)c2ccccc2C(=O)O)cc1[N+](=O)[O-],8,3.8%
NC(=O)CSc1nc2c(sc3ccccc32)c(=O)n1CCCC(=O)NCC1CCCO1 (centres undefined),1,-5.1%
CC1CCCCN1C(=O)CCc1nnc(Cc2c[nH]c3ccccc23)o1 (centres undefined),12,2.7%
# New compounds follow
SMILES,RmlCD inh 1536,M. tuberculosis GlmU
CCCCOC(=O)c1ccccc1N1C(=O)C2C3CCC(C3)C2C1=O (centres undefined),4,-2.3%
O=C(c1ccc(CSc2ccc(Cl)cc2)cc1)N1CCOCC1,7,1.8%
Cc1ccc2[nH]c3c(NCc4ccco4)ncnc3c2c1,nt,0.1%
COc1ccc(/C=N/NS(=O)(=O)c2ccc(C)cc2)cc1OC(=O)c1ccc(C)cc1,nt,7.6%
CCn1c(SCC(=O)Nc2ccccc2C)nc2nc3c(cc2c1=O)COC(C)(C)C3,-8,-2.1%
Cc1cccc(NC2=CC(=O)CC(C)(C)C2)c1C,2,-5.4%
O=C(Oc1cccc2cccnc12)c1cccc(-n2cnnn2)c1,nt,2.4%
CCOc1cc(C2C(C(=O)OC(C)C)=C(C)NC3=C2C(=O)CCC3)cc([N+](=O)[O-])c1O (centres undefined),-11,5.4%
CC(=O)NC(Cc1c[nH]c2ccccc12)C(=O)O (centres undefined),7,-2.4%
CCN(CC(F)(F)C(F)F)S(=O)(=O)c1ccc(NC(=O)OC)cc1,2,-1.7%
O=C(CC1SCCNC1=O)Nc1cccc([N+](=O)[O-])c1 (centres undefined),-12,2.8%
Cc1cc(C)n2c(-c3ccccc3Cl)nnc2n1,4,-1.1%
COc1ccc(Nc2nc(C(=O)NCc3ccco3)cs2)cc1,nt,-0.9%
CC(C)(C)c1nc2scc(-c3ccc(Cl)cc3)c2c(=O)o1,10,-1.2%
OCCN1CCN(C(=S)c2ccc(Cl)c(Cl)c2)CC1,nt,-1.4%
Cc1ccsc1/C=C1/SC(N2CCOCC2)=NC1=O,-5,-2.7%
CC(Nc1cccc(F)c1)C(=O)Nc1ccc(S(N)(=O)=O)cc1 (centres undefined),-2,-6.6%
COc1ccc(OC)c(NC(=O)CCN2CCN(Cc3ccccc3)CC2)c1,8,4.2%
O=C(O)C(CCCCN1C(=O)c2ccccc2C1=O)N1C(=O)c2ccccc2C1=O (centres undefined),nt,6.2%
Cn1c(NC(=O)c2ccc(S(=O)(=O)N3CCCCC3)cc2)cc(=O)n(C)c1=O,-13,-3.0%
CCCn1nnnc1SCC(=O)N1CCCc2ccccc21,?,2.2%
COc1cc2c(cc1OC)C(/C(C#N)=N\O)=NC(C)(C)C2,0,4.4%
c1cc2nnnn2nc1N1CCCCC1,-15,7.4%
O=C1CCCN1CCC1CCCCN1Cc1nc(COc2ccccc2)no1 (centres undefined),-4,1.7%
CNC(=O)Nc1cccc(NC(=O)NC)n1,85,nt

# 3 compounds drawn at random from the list so far:
SMILES,RmlCD inh 1536,M. tuberculosis GlmU
Cc1cc(C)n2c(-c3ccccc3Cl)nnc2n1,4,-1.1%
COc1ccc(/C=N/NS(=O)(=O)c2ccc(C)cc2)cc1OC(=O)c1ccc(C)cc1,nt,7.6%
CNC(=O)Nc1cccc(NC(=O)NC)n1,85,nt

# The listing picks up; the 6 compounds before the break are reprinted first.
SMILES,RmlCD inh 1536,M. tuberculosis GlmU
Cn1c(NC(=O)c2ccc(S(=O)(=O)N3CCCCC3)cc2)cc(=O)n(C)c1=O,-13,-3.0%
CCCn1nnnc1SCC(=O)N1CCCc2ccccc21,?,2.2%
COc1cc2c(cc1OC)C(/C(C#N)=N\O)=NC(C)(C)C2,0,4.4%
c1cc2nnnn2nc1N1CCCCC1,-15,7.4%
O=C1CCCN1CCC1CCCCN1Cc1nc(COc2ccccc2)no1 (centres undefined),-4,1.7%
CNC(=O)Nc1cccc(NC(=O)NC)n1,85,nt
Cc1ccc(-c2noc(CCC(=O)N(C)c3ccccc3C)n2)cc1,-6,-2.3%
CCOC(=O)c1cc(CO)cc(C(=O)OCC)c1,-14,1.5%
O=C1C2CCCN2c2ccc(S(=O)(=O)N3CCOCC3)cc2N1Cc1ccccc1F (centres undefined),nt,3.4%
O=C(c1cccs1)N(c1ccc(Br)cc1)C1C=CS(=O)(=O)C1 (centres undefined),5,-6.8%
CCN(CC(=O)NCc1ccc(Cl)cc1)C(=O)c1ccc(S(=O)(=O)N(C)C)cc1,14,-3.8%
Cc1c2ccccc2nc2c(F)c(N(C)C)c(F)c(F)c12,-19,-1.0%
Cc1ccnc(SCC(=O)N2CCN(c3cccc(Cl)c3)CC2)n1,nt,4.0%
COC(=O)c1cn(C(=O)c2cccc3ccccc23)c2ccccc12,-10,6.5%
COC(=O)C1=C(C)N(CCCC(=O)O)C(=O)NC1c1ccccc1OS(=O)(=O)c1ccc([N+](=O)[O-])cc1 (centres undefined),nt,-3.8%
COc1cc(/C(C)=N/NC(=O)Cc2c(C)[nH][nH]c2=O)ccc1O,-6,0.5%
CCc1nn(CC(=O)N2CCN(Cc3ccc4c(c3)OCO4)CC2)c(=O)c2cc3occc3n12,-8,1.5%
COc1cc(C2C(C#N)=C(N)N(c3cccnc3)C3=C2C(=O)CC(C)(C)C3)ccc1O (centres undefined),-1,-2.0%
CCc1nnc(SCc2ccc(CSc3nnc(CC)n3N)cc2)n1N,15,-2.7%
Cc1ccccc1C(=O)N1CCN(c2ccc(NC(=O)c3ccccc3[N+](=O)[O-])cc2)CC1,19,1.0%
CSc1nc(SCC(=O)NC(c2ccccc2)c2ccccc2)c2c3c(sc2n1)CN(C)CC3,1,2.4%
Cc1cc2oc(=O)cc(CN3CCN(S(=O)(=O)c4cccs4)CC3)c2cc1C(C)C,1,2.7%
CCOC(=O)c1[nH]c(C)c(C(=O)N(CC)CC)c1C,6,-6.9%
CC[n+]1cc(-c2ccccc2)nc(N2CCOCC2)n1,nt,-1.6%
NC(=O)[C@H]1CC2(CC(c3cccc(NC(=O)c4ccccc4)c3)=NO2)CN1C(=O)[C@H]1CCC(=O)N1 (some centres undefined),-7,-2.1%
Cc1nn(-c2ccc(F)cc2)c(Cl)c1/C=C(\CC(=O)O)c1nc2ccccc2s1,nt,2.5%
CCOC(=O)CC1=CC(C)(CC(=O)OCC)C(C#N)(C#N)C(N)=C1C#N (centres undefined),19,2.0%
CC(C)(C)C(=O)Cn1c(=N)n(Cc2ccccc2)c2ccccc21,nt,-4.0%
O=C(CC1C(=O)NCCN1Cc1ccc(-c2ccccc2)cc1)NC1CCC1 (centres undefined),9,-7.3%
N#Cc1c(-c2ccc(Cl)cc2Cl)nc2n(c1=O)CCS2,12,-3.7%
Cc1cccc(N=C2NC(=O)/C(=C/c3cn(C)c4ccccc34)S2)c1,-6,-3.0%

# Compound profiles (already shown). Order of screens: RmlCD inh 1536 | M. tuberculosis GlmU
# Entry for CCN(CC(=O)NCc1ccc(Cl)cc1)C(=O)c1ccc(S(=O)(=O)N(C)C)cc1 = 14 | -3.8%
# Entry for CCc1nnc(SCc2ccc(CSc3nnc(CC)n3N)cc2)n1N = 15 | -2.7%
# Entry for COC(=O)c1cn(C(=O)c2cccc3ccccc23)c2ccccc12 = -10 | 6.5%
# Entry for Cc1cc2oc(=O)cc(CN3CCN(S(=O)(=O)c4cccs4)CC3)c2cc1C(C)C = 1 | 2.7%
# Entry for O=C(CC1C(=O)NCCN1Cc1ccc(-c2ccccc2)cc1)NC1CCC1 (centres undefined) = 9 | -7.3%

# (further entries)
SMILES,RmlCD inh 1536,M. tuberculosis GlmU
CSc1nc(N2CCN(c3ccccc3)CC2)cc(N2CCN(c3ccccc3)CC2)n1,1,nt
O=C(Cn1cnc2c(nnn2Cc2ccccc2)c1=O)N1CCN(c2ccccc2)CC1,nt,-1.7%
CCOCCCn1c(SCC(=O)/C(C#N)=C(\C)N)nc2ccccc2c1=O,16,0.5%
CC1CCCN(Cc2cnc(Cl)s2)C1 (centres undefined),5,2.9%
CCN(CC)CCNC(=O)C(C)c1nn(C)c(=O)c2ccccc12 (centres undefined),nt,0.9%
CCOC(=O)N1CCN(Cc2cn3ccccc3n2)CC1,4,-2.6%
COc1ccc(C(C)(C)C)cc1NC(=O)COC(=O)c1cnc(C)cn1,-5,2.3%
Cc1ccc(S(=O)(=O)N(C)C)cc1NC(=O)[C@H](Cc1ccccc1)N1C(=O)c2ccccc2C1=O,-6,-4.3%
COCCNC(=O)/C(C#N)=C\c1ccc(CNC(=O)C(=O)Nc2ccc(C)c(C)c2)o1,nt,5.8%
O=c1c2ccccc2[nH]c(=S)n1CCCN1CCN(C2CCCCC2)CC1,nt,-3.8%
COc1ccc(S(=O)(=O)NC2CC3CCC2C3)cc1Cl (centres undefined),-6,-1.8%
CCN(CC)c1ccc(NC(=S)Nc2ccc(F)cc2)cc1,5,2.7%
Cc1cc(NC(=O)CSc2nc(-c3ccccc3Cl)nc3c2c(=O)n(C)c(=O)n3C)no1,nt,-4.4%
Cc1ccc(N=Nc2c(N)[nH]n3c(=O)cc(C)nc23)cc1,-3,3.6%
C=C1CCN([C@@H](Cc2ccccc2)C(=O)NCc2ccccc2)S(=O)(=O)c2ccccc21,nt,3.6%
NNC(=O)CCN1CCCCC1,-3,2.4%
CCCc1n[nH]c(=O)[nH]1,3,-0.1%
CCOC(=O)c1cn[nH]c1NC(=S)Nc1ccc(Cl)cc1,2,-3.5%
O=C(Cn1cccc1C(=O)c1ccccc1)NCCCN1CCc2ccccc2C1,-2,-3.2%
CCOC(=O)c1ccc(NC(=O)Cn2nnc(-c3ccccc3)n2)cc1,-13,-5.7%
COc1cc(CCC(C)=O)ccc1OC(=O)c1c(F)cccc1Cl,-32,0.4%
CCOC(=O)C1C(c2cccc([N+](=O)[O-])c2)C2C(=O)NN=C2CC1(C)O (centres undefined),4,-2.0%
O=C(COc1ccccc1)NNC(=O)c1cccs1,6,3.0%
CS(=O)(=O)N(CC(=O)NC1CC1)c1cccc(F)c1,nt,-0.5%
Cc1ccc(CNC(=O)C(=O)NCC2OCCN2S(=O)(=O)c2cccs2)cc1 (centres undefined),nt,-3.5%
# Next section:
SMILES,RmlCD inh 1536,M. tuberculosis GlmU
O=C(O)c1ccn(COc2ccc(Br)cc2)n1,8,0.5%
N#Cc1c(-c2ccco2)nc(SCc2ccc(F)cc2)[nH]c1=O,7,7.8%
O=C(C1=C(O)C(=O)N(Cc2ccco2)C1c1cccs1)c1cccs1 (centres undefined),-12,3.8%
Cn1c(SCc2nc3ccccc3n2CCO)nc2ccccc21,0,1.4%
O=C(NCc1ccc2c(c1)OCO2)c1sccc1Br,3,2.5%
OC1(C#CCCN2CCCCC2)c2ccccc2-c2ccccc21,-12,0.0%
Cn1c(SCC(=O)N/N=C/C=C\c2ccco2)nc2ccccc21,-2,-4.8%
CN(c1ccccc1)S(=O)(=O)c1ccc(Cl)c(C(=O)OCC(=O)NC2CCS(=O)(=O)C2)c1 (centres undefined),-11,2.1%
N#CC1=C2SCN(c3ccc(F)cc3)CN2C(=O)CC1c1cccc(F)c1 (centres undefined),10,4.5%
CCCCCn1c(=O)[nH]c2cc(C(=O)N3CCN(Cc4ccc5c(c4)OCO5)CC3)ccc2c1=O,6,8.4%
Cc1cc(C(=O)N2CCN(Cc3ccccc3)CC2)on1,-1,-0.6%
c1cc2c(cc1C1=NNC(=NC3CC3)SC1)OCCO2,7,8.1%
CCC(C)[C@H](NC(=O)N1CCC(C)CC1)C(=O)OC (some centres undefined),-7,6.7%
